# High-throughput results (PubChem BioAssay)
# RGS8-Gao reg: human RGS8-Galphao interaction regulation. response (percent of control binding), % at 10 µM. hit rate 0.34% among 220,000. multiplexed bead flow cytometry, RGS8-Galphao binding; actives lie on both sides; in the data active = response below about 60% or above about 140%; inactive = in between;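 also: Galphao activated as the GDP aluminium fluoride complex binding bead-coupled RGS8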
# Bcl-B Bim block: human Bim-Bcl-B interaction inhibition; AID 951; inhibition, % at 10 µM; bead-based flow cytometry, Bim peptide-Bcl-B binding; hit rate 0.073% among 190,000; Q9HD36;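 also: 0% = tracer peptide without compound and 100% = reference inhibitor peptide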
# Target sequence (Q9HD36 whole entry, looked up): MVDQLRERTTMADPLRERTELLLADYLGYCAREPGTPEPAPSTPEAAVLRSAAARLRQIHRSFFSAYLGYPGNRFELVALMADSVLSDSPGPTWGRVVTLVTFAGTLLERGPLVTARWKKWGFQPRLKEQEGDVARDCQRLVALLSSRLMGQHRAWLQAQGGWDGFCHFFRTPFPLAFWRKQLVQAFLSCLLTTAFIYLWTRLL
# Mcl1-Bid inh: disrupts binding of human Mcl-1 to Bid peptide; TR-FRET Mcl-1/Bid-Dy647 peptide binding, 1536-well; inhibition, % at 21.7 µM; hit rate 0.97% among 220,000; Q07820;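 active = compounds that cut the binding signal by more than half at the single screening dose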;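 also: His-tagged Mcl-1 with europium anti-His antibody binding Bid BH3 peptide; 0% = Mcl-1 plus peptide wells and 100% = peptide-only wells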
# Target sequence (Q07820 whole entry, looked up): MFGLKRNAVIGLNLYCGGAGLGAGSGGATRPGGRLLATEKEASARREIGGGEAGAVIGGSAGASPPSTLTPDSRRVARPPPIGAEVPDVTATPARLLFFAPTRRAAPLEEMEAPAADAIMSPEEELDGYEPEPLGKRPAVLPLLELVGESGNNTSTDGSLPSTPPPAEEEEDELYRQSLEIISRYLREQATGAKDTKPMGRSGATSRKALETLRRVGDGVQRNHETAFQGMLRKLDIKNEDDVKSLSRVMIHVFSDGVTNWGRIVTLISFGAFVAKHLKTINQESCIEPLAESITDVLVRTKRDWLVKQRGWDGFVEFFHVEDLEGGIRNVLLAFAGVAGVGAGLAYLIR
# Bim-Mcl-1: inhibitors of Bim-Mcl-1 interaction, human; hit rate 0.1% among 190,000; Bead-based flow cytometry, Bim peptide-Mcl-1 binding; Q07820; inhibition, % at 10 µM;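 also: 0% = no compound tracer wells and 100% = peptide blocker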
# Bcl-XL Bim block: inhibitors of Bim-Bcl-XL interaction, human; Q07817; Bim peptide-Bcl-XL binding, bead flow cytometry, fluorescence; inhibition, % at 10 µM; hit rate 0.04% among 190,000; AID 1007
# Target sequence (Q07817 whole entry, looked up): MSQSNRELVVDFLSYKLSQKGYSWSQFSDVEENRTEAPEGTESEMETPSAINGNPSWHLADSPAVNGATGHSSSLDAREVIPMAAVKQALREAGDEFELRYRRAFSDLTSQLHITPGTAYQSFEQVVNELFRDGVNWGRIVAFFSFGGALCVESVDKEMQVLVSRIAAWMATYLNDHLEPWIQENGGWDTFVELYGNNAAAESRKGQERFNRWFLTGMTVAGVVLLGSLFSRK
# GSH fluor: GSH bead compound fluorescence profile; fluorescence (KMESF) at 10 µM; GSH beads flow cytometry, compound fluorescence 488/530 nm; stronger effect = higher value; hit rate 0.25% among 190,000; in the data active = fluorescence above about 89;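 also: glutathione beads carrying GST-tagged Bcl family fusion proteins plus one bare bead set; values are compound well signal with DMSO vehicle wells as background; inactives centre near 16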
# RGS4-Gao reg: modulates binding of RGS4 to human Galphao | P09471 | Multiplexed bead flow cytometry; actives lie on both sides | binding response (% of control), % at 10 µM | hit rate 0.33% among 220,000 | AID 1415; in the data active = binding response below about 49% or above about 150%; inactive = in between;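 also: fluorescent Galphao activated with aluminum fluoride binding bead-coupled RGS4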
# Bfl-1 Bim block: human Bim-Bfl-1 interaction inhibition; inhibition, % at 10 µM; AID 1008; Bead-based flow cytometry, Bim-Bfl-1 binding inhibition; hit rate 0.12% among 190,000;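 also: 0% = wells without compound plus tracer and 100% = blocker peptide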
# Bim-Bcl-W: disrupts Bim peptide binding to human Bcl-W; inhibition, % at 10 µM; hit rate 0.02% among 190,000; bead-based flow cytometry; Q92843;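 also: 0% = bound tracer without compound and 100% = peptide blocker; higher means less fluorescent Bim peptide bound to Bcl-W beads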
# Bim-Bcl-2: disrupts Bim peptide binding to human Bcl-2; inhibition, % at 10 µM; hit rate 0.06% among 190,000; Bead-based flow cytometry, Bim peptide-Bcl-2 binding; in the data active = inhibition above about 40%; inconclusive = no clear call, values can overlap the other calls;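 also: 0% = no compound wells with probe peptide and 100% = reference peptide inhibitor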
# Target sequence (P10415 whole entry, looked up): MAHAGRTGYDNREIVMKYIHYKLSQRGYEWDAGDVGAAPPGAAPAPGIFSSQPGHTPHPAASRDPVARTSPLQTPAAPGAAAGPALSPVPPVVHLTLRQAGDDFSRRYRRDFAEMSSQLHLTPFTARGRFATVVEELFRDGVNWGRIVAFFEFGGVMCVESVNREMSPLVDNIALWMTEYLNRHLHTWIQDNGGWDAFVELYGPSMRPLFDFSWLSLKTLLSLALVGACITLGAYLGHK
# RGS7-Gao: human RGS7-Galphao interaction regulation | Multiplexed bead flow cytometry, RGS7-Galphao binding; actives lie on both sides | binding response (% of control), % at 10 µM | hit rate 0.35% among 220,000; in the data active = binding response below about 49% or above about 150%; inconclusive = no clear call, values can overlap the other calls; inactive = in between;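 also: fluorescent Galphao held in activated GDP-AlF4 state binding bead-coupled RGS7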
# Starred values were filed as active, the others as inactive; ? = inconclusive. Rule as the data show it, unless noted: active = inhibition above about 40%.
SMILES,RGS8-Gao reg,Bcl-B Bim block,Mcl1-Bid inh,Bim-Mcl-1,Bcl-XL Bim block,GSH fluor,RGS4-Gao reg,Bfl-1 Bim block,Bim-Bcl-W,Bim-Bcl-2,RGS7-Gao
CN1CCN(CCCn2cnc3c(=O)oc4ccccc4c32)CC1,124,0,-24,-5,0,32,109,-3,1,-4,104
COc1ccc(N(CC(=O)NCCSCc2ccco2)S(=O)(=O)c2ccc(C)cc2)cc1,95,-1,-42,0,-3,17,91,-4,0,-5,92
Cc1ccc(CN(CC(=O)NCCc2ccccc2)C(=O)CCCC(=O)Nc2cc(C)on2)cc1,98,0,-28,-1,-6,9,86,-3,-1,-2,86
CNC(=S)N/N=C/c1ccc(N2CCOCC2)s1,98,-14,-46,-1,-2,14,93,1,-2,2,91
CC(=O)Nc1ccccc1NC(=O)c1ccc(C)c(C)c1,101,-1,-52,0,-2,16,98,-3,-1,-4,103
CCN1CCN(C(=S)Nc2ccc3nc(N4CCN(CC)CC4)cc(C)c3c2)CC1,100,-11,-14,-6,-5,9,102,15,0,1,100
Cc1cc(NC(=O)COC(=O)c2cc(S(=O)(=O)N3CCOCC3)ccc2N2CCCCC2)no1,102,-5,-24,-1,-3,34,103,-17,2,-9,100
CCn1nnnc1SCC(=O)Nc1ccc2c(c1)OCO2,105,3,-5,2,-3,28,104,0,0,-2,103
CCOc1ccc(Cl)cc1CSc1n[nH]c(CC)n1,101,-7,-10,-2,-4,29,98,-13,-1,-10,94
C/C(=N\NC(=O)c1cc(C(C)(C)C)[nH]n1)C12CC3CC(CC(C3)C1)C2,105,-1,6,3,0,9,105,-5,0,-2,105
O=S(=O)([O-])CCC[n+]1c(SCCCS(=O)(=O)O)sc2ccc(Cl)cc21,95,-3,-14,-1,-2,5,92,1,1,1,92
CC(C)Cc1cc(C(=O)N2CCC(N3CCC(C(=O)NC4CC4)CC3)CC2)n[nH]1,101,0,-26,0,1,11,98,-4,2,1,95
O=C(Cn1nnc2ccccc2c1=O)NCCc1ccc(Cl)cc1Cl,102,0,-11,-4,-1,11,99,-3,-2,-2,97
Cc1ccnc(NC(=O)C23CC4CC(CC(C4)C2)C3)c1,100,-7,2,-9,-13,38,103,-23,-5,-13,101
CCCOc1ccc(-c2nn(-c3ccccc3)cc2/C=C2\SC(=S)N(C3CCS(=O)(=O)C3)C2=O)cc1 (stereo not drawn),103,-5,-21,0,4,22,101,1,0,3,110
CN(C)S(=O)(=O)c1cccc(NC(=O)COC(=O)/C=C/c2ccco2)c1,98,-12,-23,-11,-9,10,99,-8,-6,-5,96
CCn1c(C)c(C2=CCN(S(=O)(=O)c3ccc(C)cc3)CC2)c2ccccc21,102,-2,-46,-3,-4,7,102,2,0,-3,98
CC(Nc1nc(N2CCCCC2)nc2ccccc12)c1ccccc1 (stereo not drawn),100,-7,-2,9,-6,30,98,-9,4,-6,97
CCOC(=O)CNC(=O)C1c2ccccc2C(=O)N(c2ccc(OC)cc2)C1c1ccc(OC)cc1 (stereo not drawn),106,-1,-31,-2,-2,12,109,-1,0,-2,103
COC(=O)C1=NNC(C(=O)c2ccco2)C1c1ccccc1 (stereo not drawn),101,0,-35,-2,-2,11,102,-6,2,-2,105
Cc1cnc(NC(=O)CN2CCN(c3ccccn3)CC2)s1,102,-3,-3,0,-2,5,101,-10,1,-3,99
O=C1NC(=S)N/C1=C\c1cccc([N+](=O)[O-])c1,100,0,15,2,1,32,99,-10,3,-4,96
CCOC(=O)COn1c(=O)c(-c2cc3ccccc3o2)[n+]([O-])c2ccccc21,97,-12,20,0,0,35,92,0,0,-1,95
COc1ccc2c(c1)C(C)CC(C)(C)N2C(=O)CSc1ncn[nH]1 (stereo not drawn),101,-1,-34,2,0,25,98,-11,0,-2,99
Cc1cc(C)nc(N2CCC(C(=O)NC3CCCc4ccccc43)CC2)n1 (stereo not drawn),100,-14,-27,-9,-14,26,100,-25,-5,-16,101
CCCCCC(=O)Nc1cc2[nH]c(=O)cc(COC)c2cc1C,101,-1,-37,-1,-3,13,101,-3,0,0,100
CCOC(=O)c1c(N)sc2c(OC)c(Br)ccc12,99,0,3,-5,-1,18,100,-1,0,-4,98
c1ccc(-n2ncc3c(N4CCN(CCOc5cccc6ccccc56)CC4)ncnc32)cc1,101,-12,-3,-6,-12,25,101,-28,-2,-10,102
Cc1ccc(/C=C/C(=O)c2c(C)nc3ccccn23)cc1,100,-5,-2,0,2,17,99,-3,-3,-3,96
CCOC(=O)c1cc2ccc(OC)cc2oc1=O,97,-5,-13,-5,1,14,99,-2,-1,-8,94
Cc1ccc(NC(=O)Cn2c3ccc(F)cc3c3nc4n(c(=O)c32)CCS4)cc1F,96,-4,-13,-1,-3,12,93,-6,-1,-5,88
Cc1c(Cl)cccc1NC(=S)NCC(C)C,101,-7,-20,-5,-9,20,100,-2,-5,-3,100
C=CCc1cc(/C=N/n2cnnc2)cc(OCC)c1O,104,-1,-61,-2,0,10,101,1,-2,-1,98
Cc1cccc(OC(=O)c2sc(Cl)nc2C)c1,105,-8,-25,-7,-8,10,105,-3,-4,-6,107
Cc1cc(SCC(=O)c2ccc(O)c(O)c2)nc2ccccc12,99,-6,-24,9,-4,13,98,-3,-2,-2,97
CCCCC(=O)Nc1c(O)c2ccccc2[nH]c1=O,101,2,-20,3,-1,12,100,0,-1,-1,98

# Exported with values under each structure: part of the list above.
# Order of results: RGS8-Gao reg | Bcl-B Bim block | Mcl1-Bid inh | Bim-Mcl-1 | Bcl-XL Bim block | GSH fluor | RGS4-Gao reg | Bfl-1 Bim block | Bim-Bcl-W | Bim-Bcl-2 | RGS7-Gao
CCOC(=O)c1c(N)sc2c(OC)c(Br)ccc12
    99 | 0 | 3 | -5 | -1 | 18 | 100 | -1 | 0 | -4 | 98
c1ccc(-n2ncc3c(N4CCN(CCOc5cccc6ccccc56)CC4)ncnc32)cc1
    101 | -12 | -3 | -6 | -12 | 25 | 101 | -28 | -2 | -10 | 102
Cc1ccc(/C=C/C(=O)c2c(C)nc3ccccn23)cc1
    100 | -5 | -2 | 0 | 2 | 17 | 99 | -3 | -3 | -3 | 96
CCOC(=O)c1cc2ccc(OC)cc2oc1=O
    97 | -5 | -13 | -5 | 1 | 14 | 99 | -2 | -1 | -8 | 94
Cc1ccc(NC(=O)Cn2c3ccc(F)cc3c3nc4n(c(=O)c32)CCS4)cc1F
    96 | -4 | -13 | -1 | -3 | 12 | 93 | -6 | -1 | -5 | 88
Cc1c(Cl)cccc1NC(=S)NCC(C)C
    101 | -7 | -20 | -5 | -9 | 20 | 100 | -2 | -5 | -3 | 100

# The list goes on.
SMILES,RGS8-Gao reg,Bcl-B Bim block,Mcl1-Bid inh,Bim-Mcl-1,Bcl-XL Bim block,GSH fluor,RGS4-Gao reg,Bfl-1 Bim block,Bim-Bcl-W,Bim-Bcl-2,RGS7-Gao
O=C(Nc1cccnc1)C1COc2ccccc2O1 (stereo not drawn),98,0,-13,0,0,11,94,0,-3,3,94
CC(C)CCn1c(=S)[nH]c2ncccc2c1=O,98,-1,-12,1,-1,17,100,2,-2,1,99
COC(=O)c1ccc(C(=O)OC)c(NC(=O)CSCc2ccccc2Br)c1,102,-10,0,-4,-5,33,103,-14,2,-9,97
O=C(Nc1ccc2cn[nH]c2c1)c1c(Cl)cccc1Cl,98,-29,2,-7,-12,14,98,10,-10,-3,106
CC(=O)/C(=N/Nc1cccc(Cl)c1)Sc1nnc(C(O)c2ccccc2)n1-c1ccccc1 (stereo not drawn),82,-10,-93,-4,-6,17,94,0,-8,0,87
C/C(N)=C(/C#N)C(=O)CSc1nc2ccccc2n1CC(C)C,102,-6,-25,-2,-1,15,96,-1,-1,-2,100
CC1=C(C)CC(C(=O)Nc2ccc(C(=O)N3CCOCC3)cc2)C(C(=O)O)C1 (stereo not drawn),100,-3,-13,0,-3,12,98,-4,-4,-1,90
COc1ccc(C(=O)NCc2cn3cccc(C)c3n2)cc1OC,100,-5,-27,-2,-3,26,102,-8,0,-7,102
CCn1cc(C(C)NC(=O)Nc2ccc3c(c2)OCO3)c(C)n1 (stereo not drawn),103,-3,-36,-1,-3,10,98,-3,-2,-2,104
COc1ccc(N2CCN(C(CNC(=O)C(=O)NCCc3c[nH]c4ccccc34)c3ccco3)CC2)cc1 (stereo not drawn),99,-6,-69,-5,-5,4,102,0,0,-1,98
O=C(Nn1cnnc1)c1cccc(S(=O)(=O)N2CCOCC2)c1,99,0,5,-2,0,13,101,0,-1,-1,98
COc1ccc(CCNC(=O)c2cc(=O)n(C)c(=O)n2C)cc1OC,101,-4,-23,0,-1,19,103,-4,2,-2,117
COc1ccccc1CCC(=O)Nc1ccc(C)cc1Cl,102,0,1,-1,-6,64,104,0,-1,-2,103
CCC(=O)NCC(c1cccs1)N1CCOCC1 (stereo not drawn),100,-8,-13,-1,-3,23,100,-10,0,-2,98
CCC(C)NC(=O)C1CCN(S(=O)(=O)CC)CC1 (stereo not drawn),104,-5,-7,-4,-6,13,105,-4,-2,-5,103
Cc1cc(C)nc(NS(=O)(=O)c2ccc(NC(=O)CN3C(=O)c4ccccc4C3=O)cc2)n1,97,-1,-14,5,-3,26,95,-7,2,-3,95
Cc1c(=O)n(OCc2ccccc2)c2ccccc2[n+]1[O-],118,-5,-30,-6,-4,37,127,-3,-2,-9,131
COc1cc(/C=C/C(=O)OCC(=O)NCc2cccs2)ccc1OCC#N,101,-7,-19,-1,-3,9,100,-15,-3,-3,97
CCOc1ccc(-c2nnc(SCC(=O)N3CCN(c4ccccc4)CC3)o2)cc1,101,-1,-8,1,-1,17,98,-8,2,0,99
COC(=O)c1ccc(NC(=S)NCCc2cccc(C)c2)cc1,103,-7,-20,0,-3,11,103,-11,0,-8,101
Cc1cc(C)nc(SCc2cc(=O)c(OC(=O)c3ccc(Cl)c([N+](=O)[O-])c3)co2)n1,101,18,-13,29,52*,4,101,0,36,13,100
O=S(=O)(c1ccc(Br)cc1)N1CCOC12CCCCC2,99,-7,-4,-5,-4,16,98,-11,-5,-6,?
COc1ccc(/C=C/C2=CC(C)(C)NC(=S)N2)cc1,98,-11,-57,-3,-1,20,99,7,0,1,95
CCc1ccc(NC(=O)Cc2ccc(OC)cc2)cc1,84,19,-2,29,36,5,97,36,24,26,92
CCn1c(=S)[nH]c2scc(-c3cccs3)c2c1=O,105,-27,-51,-6,-5,15,103,0,-2,0,104
Cc1cc(=O)oc2cc(OCC(=O)Nc3nnc(CC(C)C)s3)ccc12,99,-1,-3,-2,-3,15,100,0,-2,1,100
O=C1CC(/C=C/c2ccccc2)(C(=O)NC2CCCC2)N1c1ccc(S(=O)(=O)N2CCCC2)cc1 (stereo not drawn),102,-7,8,-3,-9,10,105,-20,-6,-9,96
O=C(NCc1ccc(Cl)cc1)c1ccc(OCC2CCCO2)cc1 (stereo not drawn),102,-7,4,-8,-3,9,100,-4,-3,-6,100
O=C(NN=C1CCCCCC1)c1cccnc1,105,-3,-3,-25,-15,9,105,-4,-9,-10,102
O=C(c1ccc(Cl)cc1)N1CCC(c2nc(-c3cccs3)no2)CC1,101,-15,-23,-6,-7,33,100,-17,-1,-8,102
O=c1nccc(NCc2ccco2)[nH]1,101,-8,-19,-5,-9,24,100,-23,-3,-11,99
Cc1ccc(S(=O)(=O)CCc2nnc(NC(=O)c3ccco3)s2)cc1,98,-7,-3,-2,-1,10,88,-9,-1,-6,91
CC(C)(C#N)NC(=O)c1ccco1,99,-2,-3,0,-2,80,96,-5,0,0,96
